# Screening data as filed in PubChem.
# GALK inh = GALK (human) enzyme inhibition; P51570; recombinant GALK, Kinase-Glo ATP luminescence, 1 h; Potency, µM (top dose mostly 57.5 µM), without a hit: at the top dose activity, negative = inhibition, usual class: inhibitors; 44,000 tested, under 10 active; AID 1347072;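 note: plate controls were full GALK reaction for no effect and reaction lacking GALK for full effect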
#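 5 nM GALK; 35 uM ATP; 100 uM D-galactose; 20 mM HEPES pH 8.0, 5 mM MgCl2, 60 mM NaCl, 1 mM DTT, 0.01% BSA; 1 h RT; Kinase-Glo Plus luminescence.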
# FH mod = Identification of activators of human fumarate hydratase by quantitative high-throughput screening; Fumarate hydratase, mitochondrial (Homo sapiens), P07954; FH coupled MDH/diaphorase resazurin fluorescence, 15 min; Potency, µM (series often up to 79.9 µM), without a hit: at the highest dose activity change, negative = inhibition, actives largely listed as inhibitors; 54,000 compounds, 0.22% hits; note: potency is the fitted concentration of half-maximal effect; % is set by controls: 0 for no effect and ±100 for the full control effect; the screen sought activators but most active calls are inhibition curves; nearly all actives have a fitted effect of over 45% in size
# Target sequence (P07954 whole entry, looked up): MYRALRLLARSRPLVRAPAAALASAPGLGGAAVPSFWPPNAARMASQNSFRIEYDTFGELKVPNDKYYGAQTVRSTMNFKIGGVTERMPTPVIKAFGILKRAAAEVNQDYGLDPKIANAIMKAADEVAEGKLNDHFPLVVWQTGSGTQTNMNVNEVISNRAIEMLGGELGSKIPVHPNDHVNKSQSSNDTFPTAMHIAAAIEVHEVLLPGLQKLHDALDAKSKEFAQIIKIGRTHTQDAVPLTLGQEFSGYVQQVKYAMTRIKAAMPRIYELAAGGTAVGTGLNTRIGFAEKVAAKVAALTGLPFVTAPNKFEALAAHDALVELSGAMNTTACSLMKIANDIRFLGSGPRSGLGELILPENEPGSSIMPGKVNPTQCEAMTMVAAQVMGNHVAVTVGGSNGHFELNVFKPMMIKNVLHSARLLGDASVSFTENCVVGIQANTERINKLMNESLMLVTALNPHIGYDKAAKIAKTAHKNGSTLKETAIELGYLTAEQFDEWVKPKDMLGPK
# NTMT1 inhibitor = inhibitors of human N-terminal methyltransferase NTMT1; Potency, µM (highest dose often 114 µM), without a hit: top-dose activity change, negative = inhibition, hits mostly inhibitors; Q9BV86; AID 1645870; 59,000 compounds, 2.5% hits; NTMT1 MTase-Glo SAH luminescence, purified enzyme;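 note: potency is the fitted concentration of half-maximal effect; plate controls were DMSO vehicle for no effect and no enzyme for full effect; nearly all actives have a fitted effect of over 65% in size; many of its hits are not listed in these tables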
# B2AR arrestin ag = agonists recruiting beta-arrestin to human beta2-adrenergic receptor; Potency, µM (doses to about 46.1 µM), for inactives: at the highest dose activation, actives largely listed as activators; HTLA Tango cells, beta-arrestin recruitment, luciferase luminescence, 18 h; 44,000 tested, under 10 active; P07550;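 note: potency is the fitted concentration of half-maximal effect; 0% = DMSO and full agonism = EC100 isoproterenol or metaproterenol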
#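 Tango cells expressing recombinant beta2-AR and beta-arrestin were treated with compounds (up to 46 microM titration) in DMEM with 1% FBS for 18 hr at 37 degrees C. Beta-arrestin recruitment drove tTA-dependent luciferase, read by luminescence; curves were fitted and classed.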
# p53null 39C tox = selectivity test: cytotoxicity in p53 null cells, nonpermissive temperature; H1299 p53-null (neo) cells, 39C, ATPlite viability, 24 h; Potency, µM (highest dose often 46.1 µM), inactives show at the highest dose activity, negative = cell killing, hits mostly cytotoxic; 55,000 compounds, 0.97% hits;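 note: potency is the fitted concentration of half-maximal effect; 0% = DMSO only and -100% = full killing by 100 µM tamoxifen; nearly all actives have a fitted effect of over 50% in size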
#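 Temperature-shift cytotoxicity format: compound titrations on p53-null or A138V-expressing H1299 cells held 24 hr at 39C, cell ATP then measured, AC50 from Hill model.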
# p53null 32C kill = kills p53 null cells at the permissive temperature; H1299-neo p53 null cells, ATP luminescence, 24 h, 32C; Potency, µM (titrated, usually from 46.1 µM), without a hit: top-dose activity change, negative = cytotoxicity, hits mostly cytotoxic; 55,000 compounds, 0.62% hits; AID 903;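 note: potency is the fitted concentration of half-maximal effect; 0% = DMSO only and -100% = full killing by 100 µM tamoxifen; nearly all actives have a fitted effect of over 55% in size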
#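 ATP-content luminescence in p53-null H1299-neo cells after 24 h compound exposure (up to 46 uM) at 32C permissive temperature; 0% and 100% killing set by DMSO and 100 uM tamoxifen; Hill-equation AC50.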
# TSG101-PTAP inh = TSG101-PTAP interaction inhibition, HIV-1 budding; Q99816; Fluorescence polarization, FITC-PTAP peptide/Tsg101, 20 min; Potency, µM (doses to about 115 µM), for inactives: at the highest dose activity change, negative = inhibition, most hits filed as inhibitors; 44,000 tested, under 10 active; note: potency is the fitted concentration of half-maximal effect; 0% is about no effect
# Target sequence (Q99816 whole entry, looked up): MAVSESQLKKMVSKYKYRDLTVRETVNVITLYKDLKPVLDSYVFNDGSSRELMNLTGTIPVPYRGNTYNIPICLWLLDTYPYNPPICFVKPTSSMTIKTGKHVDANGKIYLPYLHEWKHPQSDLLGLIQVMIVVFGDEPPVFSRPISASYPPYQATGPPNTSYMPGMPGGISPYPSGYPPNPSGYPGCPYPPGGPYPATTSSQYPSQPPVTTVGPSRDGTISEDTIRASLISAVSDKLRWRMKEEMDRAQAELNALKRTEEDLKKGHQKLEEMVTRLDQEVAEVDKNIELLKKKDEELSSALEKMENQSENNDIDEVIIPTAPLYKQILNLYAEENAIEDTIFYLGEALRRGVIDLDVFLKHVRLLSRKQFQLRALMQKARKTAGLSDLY
#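 Steps: Tsg101 binding domain (10 uM final) in HEPES pH 7.5/NaCl/Tween 20/EDTA/TCEP; add compound; add FITC-PTAP peptide (50 nM final); incubate 20 min r.t.; read polarization.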
# * marks the source's active call; other numbers are inactive results; u = inconclusive; x = no result given; [ ] = another dose, or the depositor's remark. Calls come from the whole dose curve; as a rule, active = well fitted curve in the direction sought with a large enough effect; inconclusive = small, poorly fitted or top-dose-only effect, or another doubt; inactive = no such curve, though single readings can be large; an effect the other way counts as inactive or inconclusive. A portion of the library, so the mix of outcomes need not match the whole.
structure,GALK inh,FH mod,NTMT1 inhibitor,B2AR arrestin ag,p53null 39C tox,p53null 32C kill,TSG101-PTAP inh
CCCN(CCC)CCNC(=O)c1cc2c(-c3ccc(Cl)cc3)nn(C)c2s1,0%,-10%,u,-2%,13µM*,u,1%
CCOC(=O)c1cccc(NC(=O)CCn2nc(C)c(S(=O)(=O)N3CCCCC3)c2C)c1,2%,-10%,-4%,-1%,-1%,-11%,-6%
Cc1ccc(NC(=O)c2c(NC(=O)c3ccccc3)sc3c2CCC3)cc1,1%,-4%,-1%,-1%,31%[activator],4%,5%
Cc1cccc(OCC(=O)Nc2ccc(S(=O)(=O)N(Cc3ccccc3)c3ccccc3)cc2)c1,-1%,-28%,8%,-1%,-4%,-8%,-5%
CCN1CCOC(=O)C1CC(=O)Nc1ccc(Br)cc1 (centres undefined),28%,-3%,-4%,0%,x,x,-15%
CCOc1ccc(CNC(=O)c2ccc(Sc3ccc(Cl)cc3)c(NC(C)=O)c2)cc1,-1%,u,1%,3%,18%,37%[activator],-4%
O=S(=O)(c1ccccc1)c1nnn2c1nc(NCc1ccccc1)c1cc(Cl)ccc12,-3%,-8%,5%,-2%,-17%,-10%,-1%
CCOc1cccc(C(=O)Nc2ccc3oc(-c4ccc(C(C)(C)C)cc4)nc3c2)c1,0%,-13%,5%,-1%,-6%,4%,9%
COC(=O)c1scc(-c2ccccc2)c1S(=O)(=O)Nc1cccc(C)c1C,-2%,u,0%,0%,2%,0%,0%
COc1ccc(CN(Cc2ccco2)C(=O)COc2ccccc2Cl)cc1,1%,-10%,-2%,0%,u,18%,-3%
CCc1ccccc1Nc1cc(C(=O)NCCc2ccccc2)c2ccccc2n1,7%,u,-4%,1%,-13%,-3%,0%
O=C(Nc1sc2c(c1C(=O)NCc1ccccc1)CCCC2)c1cc(=O)c2cc(Cl)ccc2o1,-11%,6%,u,-1%,-3%,-1%,-1%
COc1ccc(-n2nc(C(=O)Nc3cccc(Cl)c3)c3c4ccccc4n(C)c3c2=O)cc1Cl,10%,-2%,16%,-1%,9%,4%,1%
CCC(C)NC(=O)Cn1c(=O)n(-c2ccc(C)c(C)c2)c(=O)c2c3c(sc21)CCCCC3 (centres undefined),5%,5%,1%,-2%,-28%,4%,0%
CCC(=O)C1=C(c2ccc(F)cc2)N(C(=O)CC)n2cnnc2S1,2%,3%,-25%,-3%,-1%,-2%,0%
Cc1ccc2c(c1)C(=O)OC(C(=O)Nc1ncc(Cc3ccc(C(C)C)cc3)s1)C2 (centres undefined),0%,5%,5%,0%,-17%,2%,-1%
COc1ccc(-c2cc(C)no2)cc1S(=O)(=O)N1CCN(c2cccc(C)c2)C(C)C1 (centres undefined),-1%,-20%,-6%,-1%,6%,3%,-5%
COc1ccccc1CCNC(=O)Cc1c(C)c2cc(Cl)c(O)cc2oc1=O,-3%,-24%,-10%,-1%,-3%,-4%,-9%
COc1ccc(NC(=O)CSc2nc3ccccc3nc2N2CCCCC2)cc1,2%,-18%,3%,0%,-6%,8%,2%
Cc1ccc(CN2C(=O)c3ccccc3Sc3ccc(C(=O)NCCCN4CCOCC4)cc32)cc1,4%,-9%,u,1%,u,-12%,-8%
CC1CCN(S(=O)(=O)c2ccc3c(c2)N(CC(=O)NCc2ccccc2)C(=O)CO3)CC1,-1%,u,7%,1%,-12%,u,-2%
COc1ccccc1CNC(=O)CN1C(=O)COc2ccc(S(=O)(=O)N3CCC(C)CC3)cc21,-8%,-2%,-4%,1%,-13%,-6%,-3%
CCc1nc2ccc(C(=O)NCCc3ccc(OC)cc3OC)cc2nc1CC,0%,u,0%,-1%,2%,-4%,-1%
Cc1cccc(NC(=O)Cn2cc(S(=O)(=O)c3ccc(F)cc3)c(=O)c3cc4c(cc32)OCO4)c1,0%,-20%,15%,1%,-13%,38%[activator],-2%
CCn1cc(C(=O)N2CCN(c3cc(C)ccc3C)CC2)c(=O)c2cc(S(=O)(=O)N3CCOCC3)ccc21,0%,-1%,-2%,-1%,6%,4%,-5%
COc1ccc(Nc2c(-c3ccsc3)nc3nc(C)cc(C)n23)cc1,-6%,-13%,u,-2%,-13%,1%,-1%
Cc1ccc(CN2CCCn3nc(C(=O)NCc4cc(C)ccc4C)cc3C2=O)cc1,-3%,-16%,13%,1%,21%,10%,-12%
CCOC(=O)c1c(C)[nH]c(CCC(=O)NCc2ccc(OC)cc2OC)c1C,-2%,-14%,4%,-1%,30%,-10%,3%
CCOC(=O)C1=C(C)NC(=O)NC1c1cn(-c2ccccc2)nc1-c1ccc(OCC)cc1 (centres undefined),-1%,-13%,-4%,-1%,27%,26%,-4%
Cc1ccc(CCNc2ncnc3onc(-c4ccc(Cl)cc4)c23)cc1,0%,-24%,-4%,0%,u,-6%,-2%

# (further entries)
SMILES | GALK inh | FH mod | NTMT1 inhibitor | B2AR arrestin ag | p53null 39C tox | p53null 32C kill | TSG101-PTAP inh
COC(=O)c1ccccc1NC(=O)N1CCC(N2CCN(Cc3ccc(F)cc3)C(=O)C2=O)CC1 | -4% | -3% | 8% | 0% | 7% | 1% | -1%
CCOC(=O)c1c(NC(=O)CS(=O)(=O)c2ccc(C)cc2)sc2c1CCCCC2 | -6% | -16% | 12% | -3% | 26% | 3% | 1%
COC(=O)c1ccc(NC(=O)CN2CCN(S(=O)(=O)c3ccc(Br)cc3)CC2)cc1 | 0% | -10% | -3% | 1% | -9% | -2% | 1%
CC(=O)c1ccc(NC(=O)c2cn(C)c(=O)c3ccccc23)cc1 | 0% | -7% | -1% | 1% | -13% | -6% | 2%
CCN(CC)S(=O)(=O)c1ccc2c(c1)N(CC(=O)NCC(C)c1ccccc1)C(=O)CO2 (centres undefined) | 8% | -7% | -2% | 0% | -7% | -4% | -1%
COc1nc(Oc2ccc(=O)n(-c3ccccc3)n2)nc(N(C)C)n1 | -2% | x | x | -2% | -6% | -3% | -6%
CCCCOc1ccc(C2c3c(oc4ccc(C)cc4c3=O)C(=O)N2CCCN(C)C)cc1OCC (centres undefined) | 0% | -11% | 2% | 0% | -6% | -3% | 0%
COc1ccc(CNC(=O)C(C(C)C)N2Cc3ccccc3C2=O)cc1 (centres undefined) | -3% | -7% | -1% | 0% | -12% | 3% | -4%
COc1ccc(C(=O)Nc2nnc(S(=O)(=O)N3CCN(c4ccc(C)cc4)CC3)s2)cc1 | 1% | 7% | 7% | 0% | -8% | 6% | 0%
CCc1c(C)nc2nncn2c1Nc1ccc(Cl)cc1 | 2% | -2% | 21% | -2% | -15% | -3% | 1%

# Grouped by structure, those above containing an aryl thioether with sulfur outside any ring
SMILES | GALK inh | FH mod | NTMT1 inhibitor | B2AR arrestin ag | p53null 39C tox | p53null 32C kill | TSG101-PTAP inh
CCOc1ccc(CNC(=O)c2ccc(Sc3ccc(Cl)cc3)c(NC(C)=O)c2)cc1 | -1% | u | 1% | 3% | 18% | 37%[activator] | -4%
COc1ccc(NC(=O)CSc2nc3ccccc3nc2N2CCCCC2)cc1 | 2% | -18% | 3% | 0% | -6% | 8% | 2%

# (further entries)
SMILES | GALK inh | FH mod | NTMT1 inhibitor | B2AR arrestin ag | p53null 39C tox | p53null 32C kill | TSG101-PTAP inh
COc1ccc(Cl)cc1NC(=O)C1CCN(S(=O)(=O)c2ccc3c(c2)CC(C)N3C(C)=O)CC1 (centres undefined) | -3% | -16% | 1% | -1% | -7% | -2% | 2%
O=C(CSc1c2c(nc3cc(Cl)ccc13)CCCC2)N1CCN(c2ccccc2F)CC1 | 7% | -17% | -6% | 0% | 38%[activator] | u | -1%
Cc1ccc(N2CCN(C(=O)c3c(C)oc4ncn(CC(C)C)c(=O)c34)CC2)c(C)c1 | -1% | -14% | 4% | -1% | -12% | 7% | -2%
CCOC(=O)c1c(C)[nH]c(C)c1S(=O)(=O)N1CCC(C(=O)N2CCN(c3cccc(C)c3)C(C)C2)CC1 (centres undefined) | 1% | -8% | 5% | -3% | 29% | 8% | -13%
CCOc1cc2c(cc1OCC)C(CC(=O)OC)N(C(=O)Nc1cc(C)cc(C)c1)CC2 (centres undefined) | 2% | -5% | 5% | 1% | -2% | -2% | -6%
COc1ccc(S(=O)(=O)NCCc2csc3nc(-c4ccc(OC)c(OC)c4)nn23)cc1C | 0% | -9% | -2% | -3% | -14% | 1% | 0%
CCc1cccc(-n2nnc(-c3nsc(NC(=O)c4cccc(OC)c4)n3)c2C)c1 | -1% | 13% | 12% | -1% | -28% | -7% | -1%
COc1ccc2cc(CNc3ccccc3)c(=O)n(CC(=O)Nc3ccc(C(C)=O)cc3)c2c1 | 0% | -11% | -1% | 6% | 17% | 9% | 0%
COc1ccc(CC(=O)Nc2nc3c(s2)CC(C(C)(C)C)CC3)cc1 (centres undefined) | 2% | u | -9% | -2% | 2% | 5% | 4%
Cc1noc(-c2ccc(N3CCCCC3)c([N+](=O)[O-])c2)n1 | -12% | -20% | -22% | -2% | 6% | -5% | -1%

# 5 structures from above, sorted by SMILES length, low to high:
SMILES | GALK inh | FH mod | NTMT1 inhibitor | B2AR arrestin ag | p53null 39C tox | p53null 32C kill | TSG101-PTAP inh
CCc1cccc(-n2nnc(-c3nsc(NC(=O)c4cccc(OC)c4)n3)c2C)c1 | -1% | 13% | 12% | -1% | -28% | -7% | -1%
O=C(CSc1c2c(nc3cc(Cl)ccc13)CCCC2)N1CCN(c2ccccc2F)CC1 | 7% | -17% | -6% | 0% | 38%[activator] | u | -1%
COc1ccc2cc(CNc3ccccc3)c(=O)n(CC(=O)Nc3ccc(C(C)=O)cc3)c2c1 | 0% | -11% | -1% | 6% | 17% | 9% | 0%
COc1ccc(Cl)cc1NC(=O)C1CCN(S(=O)(=O)c2ccc3c(c2)CC(C)N3C(C)=O)CC1 (centres undefined) | -3% | -16% | 1% | -1% | -7% | -2% | 2%
CCOC(=O)c1c(C)[nH]c(C)c1S(=O)(=O)N1CCC(C(=O)N2CCN(c3cccc(C)c3)C(C)C2)CC1 (centres undefined) | 1% | -8% | 5% | -3% | 29% | 8% | -13%

# Further compounds.
SMILES | GALK inh | FH mod | NTMT1 inhibitor | B2AR arrestin ag | p53null 39C tox | p53null 32C kill | TSG101-PTAP inh
Cn1c(=O)c2sccc2n2c(CCC(=O)NCc3ccc(F)cc3)nnc12 | -6% | u | 8% | 0% | -2% | -2% | -2%
CNC(=O)c1ccc(Nc2nnc(-c3ccc(C)c(S(=O)(=O)N4CCOCC4)c3)c3ccccc23)cc1 | 1% | u | 0% | -1% | -10% | -16% | 0%
O=C(CCCn1c(=O)c2cccn2c2ccccc21)Nc1cccc(Cl)c1 | -1% | -21% | -1% | 2% | u | -15% | 1%
Cc1ccc(NC(=O)CSCc2cnn(-c3ccccc3)c2-n2cccc2)c(Cl)c1 | 2% | -18% | u | 0% | -29% | -5% | -1%
